From PubChem BioAssay
P. falciparum M1AAP – P. falciparum M1AAP inhibitors, biochemical, fluorogenic H-Leu-NHMec substrate, 1536-well (AID 1445); Aminopeptidase N (Plasmodium falciparum (isolate 3D7)); inhibition, % at 30 µM; hits with a dose series show IC50 in µM; 220,000 compounds, 0.42% hits; recombinant M1AAP, H-Leu-NHMec fluorogenic kinetic assay; higher % means a stronger effect;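 active = primary inhibition above the hit cutoff, then over 50% inhibition at one or more dose response concentrations, cut at about 23% in these data, passing the limit was not always enough; inconclusive = conflicting primary data, or primary hits not chosen for dose response; inactive = low primary inhibition, or under 50% at every dose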;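 also: plate controls were DMSO full reaction for no effect and no enzyme background for full effect; strong numbers were not always called active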
Ins promoter up – insulin promoter activators in MIN6 cells, imaging, high-content screening, mouse beta cells; MIN6 insulin promoter-GFP reporter; stronger effect = higher value; z-score at 5 µM; 190,000 compounds, 0.3% hits;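 active = z-score above 3 at 5 µM with at least 500 cells counted in the well; inconclusive = wells under 500 cells, flagged as cytotoxic or low count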
Autophagy mod – autophagy modulators in MEF cells, primary screen, imaging, high-content, MEF GFP-LC3 | MEF GFP-LC3 puncta imaging; test concentration mostly 10 µM | calls only at 10 µM (by protocol) | 190,000 compounds, 0.98% hits | AID 463193, 2010;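 active = percentage of spot-positive cells more than 3 SD above its plate mean, without a fluorescence outlier flag or 80% toxicity; inconclusive = no clear call, values can overlap the other calls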;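 also: spot-positive cell cutoff set from DMSO-treated cells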
M17LAP inhibition – P. falciparum M17LAP inhibitors, primary screen, biochemical, fluorogenic H-Leu-NHMec substrate, 1536-well (AID 1619) | recombinant M17LAP, H-Leu-NHMec fluorogenic kinetic assay; higher % means a stronger effect | one-dose inhibition, % at 30 µM; IC50 in µM for titrated hits | 220,000 compounds, 0.38% hits;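 active = compound inhibiting the enzyme by more than half at any dose during confirmatory dose-response retesting; inconclusive = strong single-dose inhibitors picked by rank but not retested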;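 also: plate controls were full reaction with DMSO carrier for no effect and no enzyme background for full effect; strong numbers were not always called active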
ER stress rescue – rescue of cells from ER stress-induced death, primary screen, 384-well, CSM14.1, thapsigargin, ATP luminescence (AID 1222); CSM14.1 thapsigargin-induced death rescue, ATP luminescence; higher % means a stronger effect; cellular ATP content (survival), % at 20 µM; hits with a dose series show EC50 in µM; 190,000 tested, under 10 active;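 active = EC50 below 50 µM in the dose-response confirmation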;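 also: death triggered by thapsigargin at about 15 µM added after 2 h compound pretreatment; cell ATP read after overnight thapsigargin exposure of roughly 18 to 22 hours; normalized against plate controls of thapsigargin alone and 5% DMSO vehicle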
UTI89 phage lysis – inhibition of K1F phage lysis, E. coli UTI89, bacterial capsule biogenesis inhibitors, alamar blue (AID 488966) | E. coli UTI89 K1F phage lysis, alamar blue, 2 h; higher % means a stronger effect | inhibition, % at 100 µM; hits with a dose series show IC50 in µM | 340,000 compounds, 0.02% hits;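 active = phage lysis inhibition, versus mean bacterial control, above a set limit; inconclusive = no clear call, values can overlap the other calls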;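 also: capsule biogenesis inhibitors block K1F phage lysis so surviving cells raise fluorescence; higher fluorescence means more inhibition of phage lysis; actives were called in the ten point dose series up to 300 µM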
Dynein transport – inhibitors of GR-EGFP nuclear translocation, primary screen, dynein cargo transport inhibitor project, imaging, high-content, 3617.4 mouse cells. AID 1381, 2008. 220,000 compounds, 0.47% hits. test concentration mostly 20 µM; stimulated with dexamethasone, 1 µM; stronger effect = lower value. z-score, hits read low;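 active = plate z-score of nuclear minus cytoplasmic receptor signal below a set negative limit, without overly bright fluorescence or cell loss, cut at about -3.5 in these data, passing the limit was not always enough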;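 also: z-score of nuclear minus cytoplasmic ring GR-EGFP intensity difference per well; some compounds called inactive have numbers as strong as hits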
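medium = tetracycline-free induction medium containing charcoal-stripped FBS | also added = 1.0 µM final dexamethasone stimulus | schedule = 48 h induction, 1 h compound, 30 min dex at 37 °C | technique = fixed, Hoechst-stained cells imaged at 10x for EGFP | measure = GR-EGFP nuclear translocation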
MT stabilize HCS – microtubule stabilizers in HeLa cells, primary screen, imaging, high-content imaging; 200,000 compounds, 0.83% hits; HeLa tubulin immunostaining HCS, 24 h; share of cells brighter than vehicle mean+2SD; % tubulin-high responders, % at 10 µM; AID 2205, 2009;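 active = plate Z-score above 3 for both tubulin-high and condensed-nucleus cell shares, with cell loss under 80%, at 10 µM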;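 also: anti alpha tubulin signal scored within the nucleus-defined area of each cell; some results filed as inactive read as strong as hits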
b-catenin transl – modulators of beta-catenin nuclear translocation, primary screen, imaging, HeLa cells, immunofluorescence, high-content. nuclear translocation activity, % at 5 µM. 190,000 compounds, 0.3% hits;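 active = nuclear translocation activity above 50% at 5 µM, with a well cell count of 50 or more; inconclusive = wells under 50 cells across six images, flagged as toxic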;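 also: per-cell ratio of nuclear to cytoplasmic median beta-catenin stain intensity; plate controls were DMSO negative control for no effect and GSK-3 inhibitor IX positive control for full effect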
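Technique: fluorescence imaging of beta-catenin antibody stain plus DAPI / Material: human HeLa cell line / Incubation: compound treatment 24 h, 37°C, 5% CO2 / Read-out basis: % activation of per-cell nuclear versus cytoplasmic median beta-catenin signal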
Dynein transport cytoplasmic EGFP – second read-out of Dynein transport, no call of its own (marks repeat the call); z-score; measured here: cytoplasmic GR-EGFP intensity; stronger effect = higher value
Dynein transport nuclear GR-EGFP – further read-out of Dynein transport, marked with its call; z-score; measured here: nuclear GR-EGFP intensity;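 lower value marks the stronger effect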
Dynein transport cell count – further read-out of Dynein transport, marked with its call; z-score; measured here: cell count per field
Ins promoter up cell count – further read-out of Ins promoter up, marked with its call; cell count; measured here: cytotoxicity, nuclei count;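 total cells summed across four imaged fields per well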
b-catenin transl cell count 5 µM – second read-out of b-catenin transl, no call of its own (marks repeat the call); cell count; measured here: cell count, cytotoxicity flag
MT stabilize HCS Hoechst-high % – further read-out of MT stabilize HCS, marked with its call; % Hoechst-high responders; measured here: nuclear condensation Hoechst responders;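 share of cells brighter than vehicle mean plus two SD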
MT stabilize HCS cytotoxicity % – second read-out of MT stabilize HCS, no call of its own (marks repeat the call); toxicity, %; measured here: cytotoxicity by cell density;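 0% = mean cell density of plate MIN control wells and 100% = no cells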
Autophagy mod cell loss 18 h – also measured in Autophagy mod; calls as there; toxicity, %; measured here: cell loss, nuclei count;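 cell loss after 18 h compound exposure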
* marks the source's active call; other numbers are inactive results; i = inactive; ? = inconclusive; nt = no result given; & = joins results of further samples. Only part of the results is shown; the hit share may differ from the screen's.

SMILES	P. falciparum M1AAP	Ins promoter up	Ins promoter up cell count	Autophagy mod	Autophagy mod cell loss 18 h	M17LAP inhibition	ER stress rescue	UTI89 phage lysis	Dynein transport	Dynein transport cytoplasmic EGFP	Dynein transport nuclear GR-EGFP	Dynein transport cell count	MT stabilize HCS	MT stabilize HCS Hoechst-high %	MT stabilize HCS cytotoxicity %	b-catenin transl	b-catenin transl cell count 5 µM
CCN(CC)S(=O)(=O)c1ccc(N=Cc2c(O)n(-c3ccccc3)c(=O)[nH]c2=O)cc1	-2.9%	-0.58	1232	i	12.7	-4.0%	-0.4%	1.5%	-0.381	-0.174	0.0507	0.203	0.8	1.3	8.8	-0.1	792
CSc1ccccc1C(=O)C1CCCN(Cc2cccc(C)n2)C1 (stereo not given)	1.4%	-0.19	1440	i	3.1	4.9%	-0.3%	0.2%	-1.66	-0.258	-0.855	0.416	2.3	2.0	8.5	1.1	1102
O=C(Cc1ccccc1)N1CCN(Cc2ccc([N+](=O)[O-])cc2)CC1	-0.6%	0.25	1456	i	7.4	0.6%	-0.7%	0.1%	-0.337	-0.326	-0.124	0.277	1.8	2.9	5.0	nt	nt
O=C(C1CCCO1)N1CCC2(CC1)OCCO2 (stereo not given)	3.0%	nt	nt	i	39.8	13.1%	-3.5%	4.7%	-0.204	-0.246	0.212	-0.17	2.7	1.5	7.5	0.8	972
CC(=O)N1N=C(c2cccnc2)CC1c1ccccc1O (stereo not given)	3.7%	0.41	1322	i	-13.8	0.5%	-1.0%	0.5%	0.219	-0.314	0.225	0.00263	4.1	2.2	0.1	1.1	1012
O=C(COc1ccccc1)c1cn(Cc2ccccc2)c2ccccc12	2.2%	-0.48	1436	i	25.9	-0.9%	-1.9%	0.5%	0.384	-0.202	0.212	-0.109	3.0	1.7	6.0	3.2	985
C=CCn1c(O)c(/C(C)=N/N2CCCCC2)c(=O)[nH]c1=O	-0.3%	nt	nt	nt	nt	4.8%	nt	7.9%	-0.343	-0.809	-0.461	0.000664	nt	nt	nt	1.8	1311
OC(c1ccccc1)(c1ccccc1)C1CCNCC1	-2.0%	-0.23	926	i	-2.5	0.7%	4.5%	6.7%	1.71	-0.186	0.731	-0.69	3.2	2.3	6.2	1.2	1042
CN1Cc2c(c(C#N)c(N)n(C)c2=S)CC1(C)C	14.7%	-0.15	1502	i	-10.1	-12.8%	-2.0%	0.7%	-0.252	-0.31	0.143	0.639	2.2	1.1	9.8	-0.5	1016
CCc1ccc(CN2CCCC(C(=O)c3sccc3C)C2)o1 (stereo not given)	5.8%	0.16	1507	i	-2.8	3.5%	-0.5%	-0.1%	-0.98	-0.0732	-0.516	0.618	0.8	1.6	2.8	-0.5	1099
C=CCN1C(=O)/C(=C/c2ccc(N3CCOCC3)o2)C(=O)NC1=S	14.7%	nt	nt	i	-5.3	31.0%	-3.1%	0.5%	-0.301	-0.187	0.0181	0.917	3.4	2.0	2.5	0.6	886
COc1cc(CN2CC3CC(C2)c2cccc(=O)n2C3)cc(OC)c1OC (stereo not given)	nt	-0.36	1271	i	-3.9	nt	-3.1%	2.6%	-0.508	-0.024	-0.161	-0.148	1.4	1.1	9.9	-5.9	1213
Nc1ccccc1C(=O)OC1CSC1	5.6%	-0.1	1337	i	-1.2	-2.2%	nt	-0.4%	-0.836	-0.23	0.197	0.729	1.2	0.3	22.1	nt	nt
CCCC12CN3CC(CCC)(CN(C1)C3c1ccccn1)C2=O (stereo not given)	11.3%	-0.14	1345	i	4.1	0.5%	-0.5%	-0.2%	0.0385	-0.165	0.296	0.192	1.7	1.7	8.4	-0.4	1034
COCCNC(=O)c1c(N)n(CCC(C)C)c2nc3ccccc3nc12	9.7%	-0.52	846	i	-12.5	-18.8%	-1.4%	5.0%	-0.419	-0.187	-0.424	0.0173	1.6	1.3	18.4	nt	nt
Cc1cc2c(C(C)C)c(O)c(O)c(C=O)c2c(O)c1-c1c(C)cc2c(C(C)C)c(O)c(O)c(C=O)c2c1O	?	nt	nt	i	33.4&-17.0	?	-3.9%	nt	0.282&-0.452	3.26&-0.106	1.03&0.296	-3.34&-0.00539	8.5&10.9	5.3&7.8	10.5&5.4	nt	nt
CC1(C)CC(=O)c2cc(OCC(=O)N3CCN(Cc4ccccc4)CC3)ccc2O1	10.5%	-0.36	1274	i	2.4	-22.8%	-9.4%	0.0%	1.09	-0.288	0.675	-0.634	4.0	2.6	2.1	-0.2	1084
Cc1cc(C)nc(-n2c(C)nc3cc(Cl)ccc3c2=O)c1	-1.9%	-0.11	939	i	9.7	3.2%	-1.0%	2.7%	0.234	-0.0253	0.211	-0.257	2.1	1.6	16.5	nt	nt
C[C@@H]1CC2(CCCC[N+]2(C)C)C[C@H]1C	18.9%	nt	nt	i	-2.3	8.8%	-0.7%	-0.2%	-0.543	-0.242	0.446	-0.306	1.9	2.1	4.8	-1.6	718
OC1(c2ccc(F)cc2)CC2CCC(C1)N2Cc1nnnn1C1CCCC1 (stereo not given)	10.7%	nt	nt	i	-3.3	13.0%	-3.0%	4.9%	1.56	-0.109	0.769	-1.32	2.6	1.1	8.5	-2.6	1002
COc1cccc(C(=O)C2CCCN(C3CCOCC3)C2)c1 (stereo not given)	11.3%	nt	nt	i	5.6	-14.1%	0.5%	0.4%	-0.667	-0.108	-0.443	-0.525	1.6	2.2	5.2	-2.6	975
C=Cn1ccnc1P(=S)(c1ccc(Cl)cc1)c1nccn1C=C	2.8%	1.13	1114	i	6.4	-3.5%	5.6%	-0.1%	0.914	-0.339	0.583	-0.102	2.3	1.6	9.7	-2.7	1146
CC(Cc1ccccc1)NC(=O)/C=C/c1ccc(Cl)cc1 (stereo not given)	5.0%	-0.74	1467	i	17.7	3.0%	1.1%	3.0%	0.651	-0.0879	0.51	-0.75	2.0	3.3	8.3	-1.0	1140
O=C(CN1CCOCC1)Nc1ccc(Br)cc1C(=O)c1ccccc1	0.6%	-0.47	1216	i	-9.7	16.6%	0.7%	1.1%	0.663	-0.187	0.356	0.515	3.9	2.0	7.9	8.1	972
COC(=O)c1cccc(N=Cc2c(O)n(Cc3ccc(F)cc3)c(=O)[nH]c2=O)c1	-0.7%	-0.8	1173	nt	nt	-4.6%	nt	nt	-0.739	-0.241	0.0085	0.605	nt	nt	nt	2.4	1257

Further records:
SMILES	P. falciparum M1AAP	Ins promoter up	Ins promoter up cell count	Autophagy mod	Autophagy mod cell loss 18 h	M17LAP inhibition	ER stress rescue	UTI89 phage lysis	Dynein transport	Dynein transport cytoplasmic EGFP	Dynein transport nuclear GR-EGFP	Dynein transport cell count	MT stabilize HCS	MT stabilize HCS Hoechst-high %	MT stabilize HCS cytotoxicity %	b-catenin transl	b-catenin transl cell count 5 µM
O=c1[nH]c(=O)n(-c2ccccc2)c(O)c1C=NC12CN3CN(CN(C3)C1)C2	2.9%	-0.21	1341	i	-3.5	-0.5%	0.0%	nt	-1.37	-0.372	-1.05	1.53	2.1	2.3	10.6	-2.4	1139
CC(C(=O)c1c[nH]c2ccccc12)N1CCSCC1 (stereo not given)	3.1%	-0.21	1710	i	-24.6	2.7%	-1.6%	0.7%	-0.403	-0.162	0.532	-0.511	2.1	1.2	8.5	-0.2	1312
CCn1c(=O)n(CC)c2cc([N+](=O)[O-])c(N3CCNCC3)cc21	3.9%	-0.15	1294	i	6.1	4.7%	-2.0%	0.3%	1.23	-0.191	0.456	-1.02	3.2	0.8	1.6	0.9	1035
O=C(c1cccn2c(=O)c3ccc(Cl)cc3nc12)N1CCC2(CC1)OCCO2	-5.2%	0.73	1219	i	2.9	-74.1%	-1.1%	2.3%	-1.14	-0.136	-0.443	0.841	2.0	1.0	2.9	-2.7	981
COc1ccc2c(c1)c(C(=O)CN1CCN(C)CC1)c(C)n2Cc1ccccc1	7.5%	-1.47	1141	i	-14.1	13.3%	-0.8%	0.2%	0.0742	-0.231	0.107	0.142	5.4	3.2	4.1	0.2	991
COc1ccc(CN2CCCCC2c2cccnc2)cc1C (stereo not given)	10.9%	-0.29	1338	i	-3.6	-3.4%	1.4%	0.5%	0.251	-0.0811	0.461	0.0951	3.2	4.1	8.3	-3.6	1032
C=CCN1C(=O)NC(=O)/C(=C/c2ccoc2)C1=O	-2.8%	0.6	1277	i	2.1	-5.0%	-2.1%	-1.0%	2.32	-0.0382	1.51	-2.35	3.4	2.6	10.3	-1.9	570
O=C(NC1(C(F)(F)F)Oc2ccccc2O1)N1CCC2(CC1)OCCO2	0.8%	-0.77	807	i	26.8	3.8%	-0.4%	1.5%	-0.204	0.134	-0.0188	-1.38	4.7	2.6	2.6	-1.7	1167
CCOc1ccc(N2C(=O)NC(=O)/C(=C\c3ccc(N4CCOCC4)cc3C)C2=O)cc1	5.9%	0.34	1082	i	-3.5	29.0%	-1.3%	-0.2%	-0.229	-0.158	-0.169	-0.642	1.3	1.5	3.3	0.6	1526
Cc1ccccc1OCCN=Cc1c(O)n(C)c(=O)n(C)c1=O	6.6%	0.48	1129	i	-0.9	-8.9%	-2.0%	0.8%	-0.337	0.0485	0.161	-0.682	2.9	1.5	0.4	-1.0	1352
Fc1ccccc1CCNCc1ccccc1	2.6%	-0.1	1266	i	3.3	-10.2%	-1.4%	-7.7%	-0.89	-0.311	-0.425	-0.09	5.2	2.0	5.1	-1.0	505
